Compound activity deposited in PubChem by several laboratories.
TNAP activators – human TNAP enzyme activators, primary screen, biochemical, luminescent, no phosphate acceptor, uHTS (AID 1001); activation fold at 20 µM, or EC50 in µM where a hit was titrated; Alkaline phosphatase, tissue-nonspecific isozyme (Homo sapiens); 200,000 compounds, 0.03% hits; purified TNAP, luminescent activation assay, no phosphate acceptor; higher activation fold means a stronger effect; in the data active = activation fold from about 3, or a potency from the dose series; inactive = the rest, 99 in 100 with activation fold below about 1.6; note: many of its hits are not listed in these tables
Rac1 GTP hydrolysis – MgcRacGAP GTPase-activating activity inhibitors, confirmation, biochemical, ADP Hunter fluorescence; 340,000 compounds, 0.6% hits; Rac GTPase-activating protein 1 (Homo sapiens); MgcRacGAP-stimulated Rac1 GTP hydrolysis, ADP Hunter fluorescence; higher % means a stronger effect; GST-tagged Rac1 F28L mutant substrate; inhibition, % at 30 µM; hits with a dose series show IC50 in µM; AID 624330, 2012;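 active = first-screen hits whose inhibition reached a set limit at any dose in the follow-up dose series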;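 note: fluorescence reports GDP produced by GAP-driven GTP hydrolysis; strong numbers were not always called active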
Salmonella PhoP GFP – inhibitors of PhoP regulon expression, primary screen, Salmonella Typhimurium, GFP reporter (AID 1863); S. Typhimurium PhoP-regulated promoter GFP reporter, 4 h; higher % means a stronger effect; inhibition, % at 50 µM, or IC50 in µM where a hit was titrated; 300,000 compounds, 0.16% hits;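 active = inhibition over 29.93%, a cutoff 3 SD above the screen mean, later confirmed by dose response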;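 note: 0% = low Mg2+ inducing control and 100% = high Mg2+ repressing control; strong numbers were not always called active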
NTR1 agonist – agonists of NTR1, primary screen, imaging, U2OS cells, beta-arrestin-GFP, high content (AID 493036); activation, % at 20 µM; NTR1-U2OS beta-arrestin-GFP spot imaging, agonist mode; 330,000 compounds, 0.17% hits; Neurotensin receptor type 1 (Homo sapiens), P30989;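 active = activation at or above 40% of the spot to cytoplasm intensity ratio, with at least 20 cells analyzed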;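 note: 0% = DMSO without peptide and 100% = 100 nM NTR1 peptide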
Target sequence (P30989 whole entry, looked up): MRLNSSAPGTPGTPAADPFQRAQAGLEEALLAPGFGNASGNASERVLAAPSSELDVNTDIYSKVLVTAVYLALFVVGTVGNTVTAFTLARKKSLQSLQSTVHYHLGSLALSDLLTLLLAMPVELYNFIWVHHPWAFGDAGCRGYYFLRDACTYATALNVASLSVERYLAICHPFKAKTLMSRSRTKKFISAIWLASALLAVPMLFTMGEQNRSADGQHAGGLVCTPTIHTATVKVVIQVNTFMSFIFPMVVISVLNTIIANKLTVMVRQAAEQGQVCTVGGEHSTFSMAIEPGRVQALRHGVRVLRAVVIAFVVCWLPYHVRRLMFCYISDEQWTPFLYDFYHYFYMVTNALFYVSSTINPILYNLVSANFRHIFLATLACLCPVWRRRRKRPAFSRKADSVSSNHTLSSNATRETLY
UTI89 phage lysis – inhibition of K1F phage lysis, E. coli UTI89, bacterial capsule biogenesis inhibitors, alamar blue (AID 488966); inhibition, % at 100 µM, or IC50 in µM where a hit was titrated; E. coli UTI89 K1F phage lysis, alamar blue, 2 h; higher % means a stronger effect; 340,000 compounds, 0.02% hits;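 active = phage lysis inhibition, versus mean bacterial control, above a set limit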;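 note: capsule biogenesis inhibitors block K1F phage lysis so surviving cells raise fluorescence; higher fluorescence means more inhibition of phage lysis; actives were called in the ten point dose series up to 300 µM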
T cell HTS – modulators of CD8 T cell-vesicle binding, primary screen, mouse 2C CD8+ T cells, flow cytometry; 330,000 compounds, 0.068% hits; calls only at 7 µM; 2C CD8+ T cell-vesicle binding; active compounds read low;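 active = response, share of CD8 T cells binding vesicles, and their 90th percentile fluorescence all below set limits, cut at about 80% in these data, passing the limit was not always enough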
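Assay system – 2C mouse CD8+ T cells · Also added – QL9-loaded Drosophila micro-vesicles · Timing – Cell–vesicle co-incubation 1.5 h at 37 °C, staining 20 min on ice · Signal – flow cytometry of vesicle-bound cells · Measure – percent CD8+ FL2 mean versus row control · Controls – Peptide-free naked vesicles (low) and QL9 vesicles with 0.7% DMSO vehicle (high)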
Myeloid diff 2 – induction of myeloid progenitor differentiation, primary screen, cell-based, flow cytometry, MLPCN library. ER-HoxA9 myeloid progenitors, lysozyme-GFP differentiation. calls only at 10 µM. 360,000 compounds, 1% hits. AID 624256, 2012;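 active = normalized GFP-positive differentiation at or above the plate's own cutoff, the solvent-only control mean plus 3 SD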;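 note: cells exposed to compound for four days before flow analysis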
Large T inhibition – SV40 large T antigen inhibitors, biochemical (AID 1903); SV40 large T antigen ATPase/helicase inhibition assay; higher % means a stronger effect; one-dose inhibition, % at 20 µM; IC50 in µM for titrated hits; 310,000 compounds, 0.39% hits; in the data active = a potency from the dose series; note: strong numbers were not always called active
RSV CPE inhibition – RSV antiviral activity via CPE protection, HEp-2 cells, primary 10 µM value included (AID 2391); CPE inhibition, % at 10 µM, or IC50 in µM where a hit was titrated; HEp-2 cells, RSV-induced CPE inhibition; higher % means a stronger effect; 310,000 compounds, 0.13% hits; in the data active = a potency from the dose series; note: strong numbers were not always called active
T cell HTS vesicle-bound % – also measured in T cell HTS; calls as there; double positive events, %; measured here: CD8+ vesicle-bound cell fraction;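 binding gate set so that unloaded-vesicle control wells show 10% double positive cells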
NTR1 agonist cell count 20 µM – also measured in NTR1 agonist; calls as there; cell count; measured here: cell count, cytotoxicity flag
Myeloid diff 2 GFP+ MAC1+ % – further read-out of Myeloid diff 2, marked with its call; GFP+ MAC1+ double positive, %; measured here: differentiation confirmed by MAC1 staining
Numbers without * were called inactive; i = inactive; / = not tested or not shown; [ ] = remark or other dose.

SMILES | TNAP activators | Rac1 GTP hydrolysis | Salmonella PhoP GFP | NTR1 agonist | NTR1 agonist cell count 20 µM | UTI89 phage lysis | T cell HTS | T cell HTS vesicle-bound % | Myeloid diff 2 | Myeloid diff 2 GFP+ MAC1+ % | Large T inhibition | RSV CPE inhibition
Cc1ccnc(NC(=O)COC(=O)c2ccc(F)cc2F)n1 | / | 14% | 2% | 1.6 | 81 | -0.1% | i | 34 | i | 0.4 | 13% | 1.2%
COC(=O)c1ccc(COC(=O)c2ccc(-n3cnnn3)cc2)o1 | 1.1 | 7% | -12% | -1.3 | 78 | 0.0% | i | 48 | i | 1.0 | 6% | -1.3%
COc1cccc(-c2nnc(SCC(=O)OC(C)C)n2Cc2ccco2)c1 | 1 | 12% | 1% | 0.1 | 46 | 0.3% | i | 59 | i | 0.3 | 17% | 1.7%
COc1nccnc1NS(=O)(=O)c1ccc(NC(=S)NC(=O)c2cccc(F)c2)cc1 | 1.1 | 2% | -11% | 6.8 | 76 | 1.6%[50 µM] | i | 4 | i | 0.4 | 22% | 4.2%
COc1ccccc1N1CCN(C(=O)c2cccc(S(=O)(=O)NCc3cccnc3)c2)CC1 | / | 1% | / | -1.4 | 58 | 1.6% | i | 41 | i | 1.0 | / | 1.3%
COc1ccc(C2c3ccc(O)cc3Oc3ncn4nc(-c5ccncc5)nc4c32)cc1OC (stereo not given) | / | 7% | -9% | 3.0 | 64 | 0.3% | i | 23 | i | 0.1 | 9% | 1.2%
Cc1ccc(C)c(NC(=O)CN2C(=O)CNC2=O)c1 | 1.1 | 0% | 2% | 0.0 | 34 | -1.7%[50 µM] | i | 48 | i | 1.1 | 9% | 0.3%
O=C(COC(=O)c1ccc(-n2cnnn2)cc1)Nc1cc(Cl)ccc1F | / | 4% | / | -0.8 | 58 | 1.1%[50 µM] | i | 51 | i | 1.7 | / | 0.8%
CCc1ccc(NC(=O)C(C)OC(=O)c2ccc(N3CCCC3)c([N+](=O)[O-])c2)cc1 (stereo not given) | 1.1 | 8% | -7% | 0.1 | 104 | 0.1% | i | 55 | i | 0.2 | -1% | 3.2%
C=CCOc1c(Br)cc(CNn2nnnc2N)cc1OC | 1.1 | 10% | 3% | -1.1 | 43 | 0.5% | i | 25 | i | 1.2 | 8% | 1.4%
O=C(c1cc(S(=O)(=O)N2CCOCC2)c(Cl)cc1Cl)N1CCN(S(=O)(=O)c2cccc(F)c2)CC1 | / | -1% | / | 0.3 | 48 | -0.7% | i | 35 | i | 0.9 | / | /
COc1cc2c(cc1OC)CN(C(=O)c1cc(=O)c3ccccc3o1)CC2 | 1.1 | 18% | 2% | -0.1 | 46 | -0.3% | i | 44 | i | 4.1 | 0% | 2.6%
O=C(Cn1nnc2ccccc2c1=O)Nc1ccc(S(=O)(=O)N2CCOCC2)cc1 | 1.2 | 2% | -4% | -0.5 | 63 | 0.6% | i | 49 | i | 0.3 | 9% | -0.8%
CCN(CC)C(=O)CSc1nc(-c2ccco2)cc(C(F)(F)F)c1C#N | 1.1 | 5% | -1% | 0.4 | 85 | 0.2% | i | 15 | i | 0.2 | 17% | 0.8%
COc1ccc(N2CCN(Cc3nc(Cc4cccc(F)c4)no3)C(C)C2)cc1 (stereo not given) | 1.1 | 27% | 2% | 2.7 | 49 | 0.2% | i | 36 | i | 0.5 | 17% | 3.1%
CCCCCCn1c(-c2ccco2)nc2oc3cc(OC)ccc3c(=O)c2c1=O | 1.1 | 5% | 5% | 13 | 73 | 0.8% | i | 29 | i | 0.6 | / | 14%
COC(=O)c1sccc1NC(=O)/C=C/c1ccc(Cl)cc1Cl | 1.2 | -4% | -23% | 3.3 | 45 | i | i | 48 | i | 0.5 | 13% | -0.6%
COc1ccc2c(c1)C1(Nc3ccccc3C(=O)N1c1ccccc1)C(=O)N2 (stereo not given) | 1 | 4% | 23% | 1.6 | 55 | 5.1% | i | 8 | i | 2.2 | -3% | 0.4%
CCC(=O)Nc1ccc(-n2nnnc2SCC(=O)NNC(=O)c2ccco2)cc1 | / | / | -3% | -0.7 | 58 | / | i | 16 | / | / | 14% | 1.7%
Cc1cccc2cc(CNC3CCCC3)c(Cl)nc12 | 1 | 7% | / | -1.0 | 37 | -1.5% | i | 56 | i | 0.0 | / | -2.1%
COc1cc(/C=N/NC(=O)c2cccc(S(=O)(=O)N3CCOCC3)c2)cc(OC)c1O | 1 | 9% | -7% | 2.0 | 57 | 0.4% | i | 52 | i | 0.6 | 21% | -0.5%
Cc1c(Cl)cccc1NC(=O)c1ncn[nH]1 | / | -2% | -3% | -0.5 | 52 | 0.3% | i | 16 | i | 0.5 | 4% | 5.2%
Cn1cnnc1SCC(=O)Nc1cccc(S(=O)(=O)N2CCCCCC2)c1 | 1.1 | 3% | 5% | 6.5 | 51 | 0.3% | i | 51 | i | 1.4 | 17% | 1.0%
COC(=O)c1cc(S(=O)(=O)NCC2CCN(CCc3ccc(OC)cc3)CC2)c[nH]1 | / | 9% | -2% | -1.0 | 78 | 0.6% | i | 39 | i | 1.3 | 11% | -2.1%
O=C(O)c1ccc(CNC(=O)c2ccc(Br)o2)cc1 | 1.1 | 5% | -16% | -0.5 | 54 | 1.3% | i | 40 | i | 6.7 | 5% | 1.2%
O=C(Nc1ccc(NC(=O)c2ccccc2Cl)nc1)c1ccncc1 | 1.1 | 5% | -6% | -1.7 | 81 | 0.1% | i | 22 | i | 0.9 | 4% | 8.0%
O=C(CSc1cccc(C(F)(F)F)c1)NC(=O)NCc1ccco1 | 1.1 | 13% | 0% | 2.3 | 51 | 0.1% | i | 28 | i | 8.6 | 9% | 2.5%
C=CCn1c(C)cc(C(=O)CSc2nnc(NC(C)C)s2)c1C | 0.9 | 4% | -8% | 0.6 | 28 | 0.7% | i | 18 | i | 2.4 | 2% | -0.3%
CCCc1ccc(C(=O)COC(=O)CN2C(=O)NC3(CCCCC3C)C2=O)cc1 (stereo not given) | / | -1% | / | 5.0 | 54 | 0.2%[50 µM] | i | 34 | i | 0.5 | / | 1.4%
S=C(NCC1(c2ccccc2)CCCC1)Nc1ccccc1 | / | 7% | -3% | 4.7 | 89 | 0.0% | i | 27 | i | 0.9 | 15% | 0.8%
COc1ccc2sc(NC(C)=O)nc2c1 | 1.1 | 2% | 9% | -0.8 | 88 | 0.2% | i | 10 | i | 1.0 | 2% | 0.2%
N#Cc1ccc(OCc2nnc3n2CCCCC3)cc1 | 1.1 | 2% | -6% | -0.8 | 39 | -0.2% | i | 19 | i | 0.1 | 26% | 2.0%
CCOc1ccc2nc(Cl)c(CN(C(=O)c3cnccn3)C3CCCC3)cc2c1 | 1.1 | 15% | -10% | 1.2 | 96 | -0.9% | i | 58 | i | 0.5 | 2% | 0.0%
CC(C)NC(=S)N1CCCN(c2ncccc2[N+](=O)[O-])CC1 | / | 5% | -1% | -1.5 | 80 | 0.2% | i | 32 | i | 0.8 | 28% | 0.6%
c1coc(CNc2nc3ccccc3s2)c1 | / | 4% | 3% | -2.1 | 86 | 1.1% | i | 50 | i | 0.6 | 19% | 2.5%
CC(C)(O)C#Cc1ccc(C(=O)N2CCN(c3ccc([N+](=O)[O-])cc3)CC2)cc1 | 1 | 1% | -2% | -1.4 | 80 | -0.2% | i | 50 | i | 0.6 | 12% | 1.6%
CCOc1ccccc1C(=O)Nc1ccsc1C(=O)OC | 1.1 | 5% | 5% | / | / | 1.3%[50 µM] | i | 24 | i | 1.9 | 10% | 1.5%
COc1ccccc1OC(C)C(=O)N(Cc1ccco1)C1CCS(=O)(=O)C1 (stereo not given) | / | -2% | / | 2.1 | 56 | 5.4% | i | 45 | i | 2.4 | 12% | 2.5%
Cc1ccsc1C(=O)OCC(=O)NC1CC1 | / | 2% | / | -3.6 | 42 | 2.2%[50 µM] | i | 24 | i | 0.9 | / | /
COc1ccc(C(C)=O)cc1CSc1ccc2c(c1)OCCO2 | / | 9% | 10% | 0.1 | 51 | 0.0% | i | 25 | i | 4.8 | 0% | 22%

A draw from above in order of number of heavy atoms, descending.
SMILES | TNAP activators | Rac1 GTP hydrolysis | Salmonella PhoP GFP | NTR1 agonist | NTR1 agonist cell count 20 µM | UTI89 phage lysis | T cell HTS | T cell HTS vesicle-bound % | Myeloid diff 2 | Myeloid diff 2 GFP+ MAC1+ % | Large T inhibition | RSV CPE inhibition
CC(C)(O)C#Cc1ccc(C(=O)N2CCN(c3ccc([N+](=O)[O-])cc3)CC2)cc1 | 1 | 1% | -2% | -1.4 | 80 | -0.2% | i | 50 | i | 0.6 | 12% | 1.6%
COc1ccc(C(C)=O)cc1CSc1ccc2c(c1)OCCO2 | / | 9% | 10% | 0.1 | 51 | 0.0% | i | 25 | i | 4.8 | 0% | 22%
CCOc1ccccc1C(=O)Nc1ccsc1C(=O)OC | 1.1 | 5% | 5% | / | / | 1.3%[50 µM] | i | 24 | i | 1.9 | 10% | 1.5%
N#Cc1ccc(OCc2nnc3n2CCCCC3)cc1 | 1.1 | 2% | -6% | -0.8 | 39 | -0.2% | i | 19 | i | 0.1 | 26% | 2.0%
COc1ccc2sc(NC(C)=O)nc2c1 | 1.1 | 2% | 9% | -0.8 | 88 | 0.2% | i | 10 | i | 1.0 | 2% | 0.2%

Other compounds follow.
SMILES | TNAP activators | Rac1 GTP hydrolysis | Salmonella PhoP GFP | NTR1 agonist | NTR1 agonist cell count 20 µM | UTI89 phage lysis | T cell HTS | T cell HTS vesicle-bound % | Myeloid diff 2 | Myeloid diff 2 GFP+ MAC1+ % | Large T inhibition | RSV CPE inhibition
Cn1c(N)c(C(=O)c2cc(-c3ccccn3)nc3ccccc23)c(=O)[nH]c1=O | 1.1 | 3% | 9% | 2.7 | 78 | 0.3% | / | / | i | 0.4 | 0% | /
O=c1[nH]c(C2CCN(S(=O)(=O)Cc3ccccc3)CC2)nc2c1nnn2Cc1cccc(Cl)c1 | / | 3% | 3% | 5.5 | 54 | 0.3% | i | 29 | i | 0.6 | 4% | 76%
O=C(CCN1CCOCC1)c1ccccc1 | 1.1 | -3% | 11% | 1.8 | 40 | -7.4% | i | 46 | i | 3.0 | 0% | 0.5%
Cc1cc(=O)[nH]c(SCc2cc(Cl)ccc2OC(F)F)n1 | 1.1 | 2% | 20% | 0.8 | 54 | 1.5% | i | 33 | i | 0.2 | 4% | 1.7%
COc1ccc(/C=N/N2CCN(C3c4ccccc4-c4ccccc43)CC2)cc1O | 0.9 | 12% | 0% | 22 | 42 | 1.4% | i | 27 | i | 0.6 | 0% | 4.0%
